FEN1 inh = qHTS Assay for the Inhibitors of Human Flap endonuclease 1 (FEN1) | P39748 | Recombinant FEN1 flap cleavage, fluorescence, 15 min | Potency, µM (highest dose often 114 µM), for inactives: top-dose activity change, negative = inhibition, hits mostly inhibitors | actives 0.35% (n = 390,000) | AID 588795, 2011; active = well fitted inhibition curve with a large enough effect; inconclusive = small, poorly fitted or top-dose-only effect; inactive = no such curve, though single readings can be large or run the other way; note: nearly all actives have a fitted effect of over 65% in size
Target sequence (P39748 whole entry, looked up): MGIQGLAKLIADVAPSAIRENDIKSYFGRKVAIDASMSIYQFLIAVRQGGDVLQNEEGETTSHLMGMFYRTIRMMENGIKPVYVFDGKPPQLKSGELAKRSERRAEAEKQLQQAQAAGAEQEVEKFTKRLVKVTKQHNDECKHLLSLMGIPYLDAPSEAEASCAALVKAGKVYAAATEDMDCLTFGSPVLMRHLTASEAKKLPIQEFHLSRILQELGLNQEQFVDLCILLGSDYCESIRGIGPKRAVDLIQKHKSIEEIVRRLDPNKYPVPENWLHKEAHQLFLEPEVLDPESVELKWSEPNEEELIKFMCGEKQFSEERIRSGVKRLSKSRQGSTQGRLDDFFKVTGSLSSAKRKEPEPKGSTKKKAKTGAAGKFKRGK
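Nuclease activity of 10 nM FEN1 was measured after 15 min of room-temperature exposure to titrated compounds, by adding 50 nM flap substrate and reading plates at 0 and 15 min.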
* = called active by the depositor; ? = inconclusive; & = joins results of further samples. % is set by controls: 0 for no effect and ±100 for the full control effect; potency is the fitted concentration of half-maximal effect. The list is partial; count on the stated rates, not on these rows.

Start of the data: the first 17 compounds, to show the layout:
SMILES	FEN1 inh
COC(=O)C1=C[C@@H](C(=O)OC)[C@@H]2C3=C(C(=O)[C@@]2(C)NC(=O)c2ccccc2)[C@H](c2ccccc2)n2c(=O)n(-c4ccccc4)c(=O)n2[C@@H]3C1	-16%
COc1ccc(S(=O)(=O)N2CCC(C(=O)Nc3ccc(OC)c(OC)c3)CC2)cc1C	1%
O=C(c1ccc(Cl)cc1)c1cccc(O)c1	11%
O=C(C[n+]1ccccc1Br)c1ccc2c(c1)CCCC2	-21%
CCOc1ccc(Br)cc1S(=O)(=O)Nc1cccc(S(=O)(=O)N2CCOCC2)c1	-8%
Cc1ccnc2c(O)cccc12	6%
Cn1c(=S)c2[nH]c(SCC3CCCO3)nc2n(C)c1=O (stereo not drawn)	-1%
c1ccc(CCNc2ccc3c(c2)Cc2ccccc2-3)nc1	-5%
C=CCn1c(SCC(=O)N(CC)c2c(N)n(Cc3ccccc3)c(=O)[nH]c2=O)nnc1-c1ccccc1OC	-10%
CN(CCc1ccccc1)C(=O)c1ccc(NC(=O)Cc2cccc(NC(=O)C3CCN(C(=O)CCc4ccccc4)CC3)c2)cc1	-19%
CN1C/C(=C/c2ccccc2[N+](=O)[O-])C(=O)/C(=C\c2ccccc2[N+](=O)[O-])C1	?
Cc1c(O[C@@H]2O[C@H](CO)[C@@H](O)[C@H](O)[C@H]2O)c(CO)c(O[C@@H]2O[C@H](CO)[C@@H](O)[C@H](O)[C@H]2O)c2c1O[C@@H](c1ccccc1)C[C@@H]2O	-11%
O=S(=O)(NN=Cc1ccc(O)cc1O)c1cc(Cl)c(Cl)cc1Cl	-4%
CCc1ccccc1NNC(=O)c1sccc1Cl	0%
Cc1ccc2ccc(C3C(=O)c4ccccc4C3=O)nc2c1	-4%
COCCCNCc1cc(C)n(-c2cc(S(=O)(=O)N3CCOCC3)ccc2N2CCCC2)c1C	-8%
Oc1cccc(C=NNc2ccccn2)c1	9%

Main list, previewed entries included:
SMILES	FEN1 inh
COC(=O)C1=C[C@@H](C(=O)OC)[C@@H]2C3=C(C(=O)[C@@]2(C)NC(=O)c2ccccc2)[C@H](c2ccccc2)n2c(=O)n(-c4ccccc4)c(=O)n2[C@@H]3C1	-16%
COc1ccc(S(=O)(=O)N2CCC(C(=O)Nc3ccc(OC)c(OC)c3)CC2)cc1C	1%
O=C(c1ccc(Cl)cc1)c1cccc(O)c1	11%
O=C(C[n+]1ccccc1Br)c1ccc2c(c1)CCCC2	-21%
CCOc1ccc(Br)cc1S(=O)(=O)Nc1cccc(S(=O)(=O)N2CCOCC2)c1	-8%
Cc1ccnc2c(O)cccc12	6%
Cn1c(=S)c2[nH]c(SCC3CCCO3)nc2n(C)c1=O (stereo not drawn)	-1%
c1ccc(CCNc2ccc3c(c2)Cc2ccccc2-3)nc1	-5%
C=CCn1c(SCC(=O)N(CC)c2c(N)n(Cc3ccccc3)c(=O)[nH]c2=O)nnc1-c1ccccc1OC	-10%
CN(CCc1ccccc1)C(=O)c1ccc(NC(=O)Cc2cccc(NC(=O)C3CCN(C(=O)CCc4ccccc4)CC3)c2)cc1	-19%
CN1C/C(=C/c2ccccc2[N+](=O)[O-])C(=O)/C(=C\c2ccccc2[N+](=O)[O-])C1	?
Cc1c(O[C@@H]2O[C@H](CO)[C@@H](O)[C@H](O)[C@H]2O)c(CO)c(O[C@@H]2O[C@H](CO)[C@@H](O)[C@H](O)[C@H]2O)c2c1O[C@@H](c1ccccc1)C[C@@H]2O	-11%
O=S(=O)(NN=Cc1ccc(O)cc1O)c1cc(Cl)c(Cl)cc1Cl	-4%
CCc1ccccc1NNC(=O)c1sccc1Cl	0%
Cc1ccc2ccc(C3C(=O)c4ccccc4C3=O)nc2c1	-4%
COCCCNCc1cc(C)n(-c2cc(S(=O)(=O)N3CCOCC3)ccc2N2CCCC2)c1C	-8%
Oc1cccc(C=NNc2ccccn2)c1	9%
Cc1ccc(S(=O)(=O)N2CC[C@@H]2C(=O)O)cc1	4%
CN(C)c1ccc(C=c2c3cc(O)ccc3n3c2cc(-c2ccccc2)[n+]3C)cc1	7.9µM*
CC(=O)NCCCNC(=S)NCCCN(Cc1ccc(Cl)cc1)c1ccc(Br)cn1	-30%
O=[N+]([O-])c1ccc2c(c1)/C(=C/c1ccc(C=S)cc1)C=C2	-10%
Cc1nc(-c2ccccc2)sc1C1(C)CC(c2cccc(F)c2)=NO1 (stereo not drawn)	-4%
CCOC(=O)C[C@H]1c2cc(F)ccc2S(=O)(=O)N1c1cccc(OC)c1	-19%&15%
COc1ccc(-c2csc(NC(=O)CN3C(=O)C4CC=CCC4C3=O)n2)cc1OC (stereo not drawn)	-21%
Cc1cccc(NC(=O)CSc2cc(C)c3ccccc3n2)c1	-4%
COCCOC(=O)C1=C(C)NC(=O)NC1c1cn(-c2ccccc2)nc1-c1ccccc1 (stereo not drawn)	-4%
CCCSc1nnc2n(-c3cccc(C)c3)c(=O)c3c4c(sc3n12)CCCC4	-3%
COc1cccc(N2[C@@H](CC(=O)O)c3ccccc3S2(=O)=O)c1	-9%&-14%
COC1OC2COC(c3ccccc3)OC2C(O)C1N (stereo not drawn)	7%
Cc1c(Cl)cccc1NC(=S)NCc1ccccc1	-1%
COc1ccc(S(=O)(=O)Oc2ccc3cccc(N)c3c2)cc1	-2%
CC(=O)c1c(C)oc2c(Cl)cc(NS(=O)(=O)c3cc(C)c(C)cc3C)cc12	?
C=CC[n+]1cccc2cccc(O)c21	-1%
CCOc1cc2[nH]c(=S)n(CCCN3CCN(C)CC3)c(=O)c2cc1OCC	-16%
O=C(Oc1ccc(-c2ccccc2)cc1)c1ccco1	-6%
CCN1C[C@@H]2[C@@H]3C(=O)N(Cc4ccccc4)C(=O)[C@@H]3[C@](C)(C1=O)N2C(=O)c1ccc(Br)cc1	15%
CCC1(CC)SC(N)=NC1=O	2%
CCN(CC)CCN(C(=O)/C=C/c1cccs1)c1nc2ccc(OC)cc2s1	-7%
CC(C)Cn1c(N)c(C(=O)CSc2ncn[nH]2)c(=O)n(C)c1=O	0%
COc1ccc(OC)c(N=Nc2c(O)c3ccccc3[nH]c2=O)c1	?
Cc1nnc(SCCN2C(=O)c3ccccc3C2=O)nc1C	-11%
COc1ccc(OC)c(/C=C/c2ccccc2)c1	3%
CCOCC(=O)NC1CCc2cc(OC(=O)COCC)c(OC)c(OC)c2-c2ccc(SC)c(=O)cc21 (stereo not drawn)	6%
CC(C)Oc1cc(C(=O)N2CCC(N3CCCCC3)CC2)ccc1Nc1nnc(Cl)c(Nc2ccccc2S(C)(=O)=O)n1	-10%
O=C1c2ccccc2S(=O)(=O)c2cc(N3CCC4(CC3)OCCO4)ccc21	-13%

Brought forward from above: 2 compounds; new compounds follow.
SMILES	FEN1 inh
CC(C)Oc1cc(C(=O)N2CCC(N3CCCCC3)CC2)ccc1Nc1nnc(Cl)c(Nc2ccccc2S(C)(=O)=O)n1	-10%
O=C1c2ccccc2S(=O)(=O)c2cc(N3CCC4(CC3)OCCO4)ccc21	-13%
O=C1COc2cc(O)ccc21	5%
CC1(C)N=C(N)N=C(N)N1c1cccc(C#N)c1	0%
O=Cc1ccc(/C=C2/C=Cc3ccccc32)cc1	-36%
O=C(C[n+]1cccc2ccccc21)c1ccc(F)cc1	-5%
Cc1cccc(OCCNC(=O)CCc2ccccc2)c1	-3%
CCOC(=O)c1cnc2c(ccc3ccccc32)c1Nc1ccc(C(C)=O)cc1	-7%
Fc1cccc(F)c1-c1nc2c(s1)CCc1onc(-c3ccc(Br)cc3)c1-2	0%
CN(C(=O)c1cccc(NC(=O)Cc2ccc(NC(=O)C3CCCN(C(=O)CCc4ccccc4)C3)cc2)c1)C1CC1 (stereo not drawn)	2%
CC1CCN(C(=O)c2c(NC(=O)c3ccccc3F)sc3c2CCC(C(C)(C)C)C3)CC1 (stereo not drawn)	4%
CCOC(=O)C1CC2=C(CCCC2=O)NC1=O (stereo not drawn)	-12%
CN(C)c1nc(NNC(=O)c2ccccc2)nc(N(C)C)n1	-17%
C[N+]1(CC(=O)c2ccc3ccccc3c2)CCOCC1	-22%
N#CC(OC(=O)c1ccccc1)c1ccccc1 (stereo not drawn)	-19%
Cc1ccc(S(=O)(=O)N2CCN(C(=O)CN3C(=O)NC(C)(CCC(C)C)C3=O)CC2)c(C)c1 (stereo not drawn)	-13%
Cc1occc1C(=O)N/N=C/c1ccc[nH]1	16%
O=C1c2oc3ccc(F)cc3c(=O)c2C(c2ccc(F)cc2)N1CCCN1CCOCC1 (stereo not drawn)	17%
COc1ccccc1C=NNc1ccc([N+](=O)[O-])cn1	-6%
Cc1cc(C)c(C)c(S(=O)(=O)N2CCC(C(=O)N3CCN(c4ccc(F)cc4)CC3)CC2)c1C	-4%
COC(=O)c1cc2c(=O)n3ccccc3nc2n(Cc2cccnc2)c1=N	0%
CN1C=CC(=O)[C@@H](O)[C@H]1c1ccccc1Br	-10%
O=c1[nH]c2cc([N+](=O)[O-])ccc2c2ccccc12	-10%
Cc1cc(C)c(-c2c(O)c3ccccc3n(C)c2=O)c(C)c1	-2%
Cn1c(=O)c2[nH]c(CCCc3ccc([N+](=O)[O-])cc3)nc2n(C)c1=O	-12%
CCOc1ccc(S(=O)(=O)N(CC(=O)NCCSc2ccccc2)c2ccccc2)cc1	-15%
O=C1c2ccccc2S(=O)(=O)c2cc(C(=O)N3CCN(c4ccc(Cl)cn4)CC3)ccc21	-5%
Cc1cn(CC(=O)NCCCc2ccccc2)c(=O)[nH]c1=O	12%
CN1OC[C@@H]2CN[C@H](c3cccc(-c4ccc(C#N)cc4)c3)C[C@@H]21	-5%
CC(C)(C)[C@H]1C=C(C(=O)Nc2ccccc2)O[C@@H](OCCCCO)C1	-6%
O=C(CN1CCCC1c1cccs1)Nc1cc(S(=O)(=O)N2CCCCC2)ccc1Cl (stereo not drawn)	-17%
[O-][N+](=NC1C=Cc2ccccc21)C1C=Cc2ccccc21 (stereo not drawn)	-13%
Cc1nn(C(=O)COc2ccccc2)c(C)c1Sc1ccccc1	-2%
C(=C\c1ccnc2ccccc12)/c1ccc(N2CCOCC2)cc1	45µM*
COc1ccccc1Nc1nc(NCCO)nc(N2CCCC2)n1	11%
O=C(OCc1ccccc1)N1CCC2CC1c1c(-c3ccc(C(F)(F)F)cc3)cccc12 (stereo not drawn)	-6%
CSc1ncnc2ncn(C)c12	-6%
Nc1ccc[n+](CC(=O)c2ccc(F)cc2)c1	8%
Cc1cccc(C(=O)NNC(=S)NC(=O)c2ccccc2)c1	0%
OCc1ccccc1SSc1ccccc1CO	?
O=C1N(Cc2ccccc2)CC2(Br)COCOC12O (stereo not drawn)	-32%
Oc1cccc(CCc2ccccn2)c1	3%
COC(=O)c1ccc(NC(=O)C2CCN(C(=O)c3ccc(F)cc3)CC2)cc1	8%
Cc1nn(-c2ccccc2)c2sc(C(=O)Nc3cccc(Cl)c3)cc12	-21%
CN(Cc1ccccc1)C(=O)c1cccc(NC(=O)Cc2ccc(NC(=O)C3CCN(C(=O)C4CC4)CC3)cc2)c1	13%
COCCN1CCC(CO)C1 (stereo not drawn)	-2%
O/N=C/c1cc(Br)ccc1OCc1ccccc1F	?
O=C(Cc1cccc(NC(=O)C2CCCN(C(=O)c3ccccc3)C2)c1)Nc1cccc(C(=O)N2CCCCC2)c1 (stereo not drawn)	15%
Cc1ccccc1OCC(=O)Nc1nnc(COc2ccccc2)s1	8%
CCOC(=O)c1cnc2c(Cl)cc(Cl)cc2c1Nc1ccccc1OC	18%
CCOc1ccc(N=Cc2ccccc2O)cc1	7%
CCc1ccc(NC(=O)c2nc(SCc3ccccc3F)ncc2Cl)cc1	7%
CCN(CC)CCNC(=O)c1ccc(NC(=O)c2cc(S(=O)(=O)N3CCCCC3)ccc2N2CCOCC2)cc1	-2%
CC1CC(C)(C)NC2(CCCC2)N1 (stereo not drawn)	-1%
Cc1cccn2c(=O)c3cc(C(=O)NCc4ccc(F)cc4)c(=N)n(CCCN4CCOCC4)c3nc12	0%
COC(=O)[C@@H]1C[C@]2(Br)c3ccccc3N(S(=O)(=O)c3ccccc3)[C@@H]2N1C(=O)OC	3%
O=c1cc(O)c2c([nH]1)CCC2	10%
CCCOC(=O)c1c(C)oc2c1cc(NS(=O)(=O)c1ccc(OCC)cc1)c1ccccc12	-9%
COc1ccc(C(=O)OC2C(OC)OCC(O)C2O)cc1 (stereo not drawn)	0%
O=C(NCc1ccccc1)c1onc(CSc2ccncc2)c1C(=O)NCc1ccccc1	-3%
CCN(CC)/[N+]([O-])=N/Oc1ccc([N+](=O)[O-])cc1[N+](=O)[O-]	-19%
O=C(Nc1nc2ccc(Cl)cc2s1)C1CC1	-13%
Going on with the list.
SMILES	FEN1 inh
O=C(/C=C/c1ccco1)NC(=S)Nc1cccc(-c2nc3ccccc3s2)c1	-14%
CN(C)c1ccc(/C=C/c2ccnc3c(N)cccc23)cc1	3%
COc1cc2c(cc1[N+](=O)[O-])-c1ccccc1C2	-23%
CC1=C(C(=O)OCc2ccccc2)C(c2ccccc2OS(=O)(=O)c2ccccc2[N+](=O)[O-])NC(=O)N1CCCC(=O)O (stereo not drawn)	5%
COc1ccc(C(=O)COC(=O)c2cccc(NC(=O)c3ccc(OC)c(OC)c3)c2)cc1	1%
COc1ccc(C2CC(c3ccccc3O)=NN2c2ccccc2)cc1 (stereo not drawn)	-13%
COc1cccc(OC(=O)c2ccccc2)c1OC(=O)c1ccccc1	?
CC(=O)OCC1OC(n2cc(F)c(=O)[nH]c2=O)C(OC(C)=O)C1OC(C)=O (stereo not drawn)	-3%
CCOC(=O)Cn1c(=O)c2c(nc3n2CCCCN3c2ccc(OCC)cc2)n(C)c1=O	12%
COc1cc2cc(CN(Cc3ccc4c(c3)OCO4)C(=O)c3ccco3)c(=O)[nH]c2cc1OC	1%
Nc1ncn(C(=S)Nc2ccccc2)n1	-2%
Cc1cc(O)c(C(C)C)cc1N=Cc1ccc([N+](=O)[O-])cc1	4%
CC(C)(C)OC(=O)N[C@H]1C=C[C@@H](OC(=O)CC(=O)OCC(F)(F)F)C1	12%
CCCCOc1ccc(-c2nn(-c3ccccc3)cc2C2NC(=O)NC(C)=C2C(=O)OCC)cc1 (stereo not drawn)	?
O=C(CSc1ccc([N+](=O)[O-])cc1)c1ccccc1	-8%

High-throughput results from PubChem.
